APJ antagonist = APJ receptor antagonism | AID 2521 | CHO-K1 APJ beta-arrestin complementation, luminescence | P35414 | inhibition, % at 20 µM | 330,000 tested, 0.32% active;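 active = inhibition above about 40% at 20 µM, limit read from the data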;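 also: cells challenged with 10 nM apelin-13 agonist together with compound; plate controls were apelin-13 plus DMSO wells for no effect and DMSO wells lacking apelin-13 for full effect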
Target sequence (P35414 whole entry, looked up): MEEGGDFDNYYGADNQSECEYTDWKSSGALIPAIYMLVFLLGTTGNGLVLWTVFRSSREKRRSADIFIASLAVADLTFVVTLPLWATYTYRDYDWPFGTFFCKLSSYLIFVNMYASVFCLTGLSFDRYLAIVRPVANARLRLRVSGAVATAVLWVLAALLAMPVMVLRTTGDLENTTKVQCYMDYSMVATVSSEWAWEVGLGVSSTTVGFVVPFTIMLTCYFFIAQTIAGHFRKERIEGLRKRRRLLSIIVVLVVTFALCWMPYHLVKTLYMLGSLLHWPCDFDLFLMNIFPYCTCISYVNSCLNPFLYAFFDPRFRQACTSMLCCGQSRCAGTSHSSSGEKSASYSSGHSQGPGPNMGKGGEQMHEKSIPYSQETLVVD
EBI2 antag = blocks human EBI2 receptor beta-arrestin signaling; EBI2 beta-arrestin recruitment, luminescence, 7a,25-OHC stimulated; inhibition, % at 5 µM; 360,000 tested, 0.81% active; AID 651636; in the data active = inhibition above about 38%;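 also: enzyme fragment complementation signal reports receptor beta-arrestin coupling in cells; 0% = agonist plus DMSO wells and 100% = wells without agonist; some results beyond the cut were filed as inactive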
UBC13 inh = human UBC13 polyubiquitination inhibition | AID 485273 | 330,000 tested, 0.47% active | UBC13 polyubiquitin chain formation, TR-FRET | inhibition, % at 20 µM; in the data active = inhibition above about 45%, passing the limit was not always enough
Target sequence (P61088 whole entry, looked up): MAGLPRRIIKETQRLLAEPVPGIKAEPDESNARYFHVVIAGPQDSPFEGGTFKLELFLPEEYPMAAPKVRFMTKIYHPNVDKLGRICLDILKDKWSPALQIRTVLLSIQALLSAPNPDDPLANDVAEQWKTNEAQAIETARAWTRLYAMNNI
CCR6 antagonist = blocks CCL20-driven beta-arrestin recruitment at human CCR6; P51684; CHO-K1 CCR6 PathHunter beta-arrestin, luminescence, CCL20-stimulated; inhibition, % at 20 µM; 340,000 tested, 0.49% active; AID 493098;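 active = compounds whose inhibition of the agonist-driven luminescence signal at 20 µM reaches about 50%, limit read from the data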;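 also: cells stimulated with CCL20 at 14 nM final; plate controls were DMSO with CCL20 for no effect and DMSO without agonist for full effect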
Target sequence (P51684 whole entry, looked up): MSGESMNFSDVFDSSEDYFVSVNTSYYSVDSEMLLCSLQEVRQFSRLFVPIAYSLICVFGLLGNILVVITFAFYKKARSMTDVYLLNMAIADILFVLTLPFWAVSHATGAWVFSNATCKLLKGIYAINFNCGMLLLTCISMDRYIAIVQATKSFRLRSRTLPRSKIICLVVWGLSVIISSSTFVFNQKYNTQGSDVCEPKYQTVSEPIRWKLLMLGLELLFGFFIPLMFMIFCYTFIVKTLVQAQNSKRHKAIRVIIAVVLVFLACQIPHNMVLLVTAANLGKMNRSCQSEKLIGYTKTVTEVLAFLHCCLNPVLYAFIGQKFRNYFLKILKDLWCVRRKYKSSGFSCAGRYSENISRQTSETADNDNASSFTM
Gli-Sufu block = Gli-Sufu pathway antagonism. Sufu-KO-LIGHT fibroblasts, Gli luciferase reporter luminescence. inhibition, % at 5 µM. 340,000 tested, 0.74% active. AID 588413;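 active = inhibition above about 55%, limit read from the data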;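 also: 0% = DMSO-treated cells and 100% = wells with medium but no cells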
APJ ag = agonists of human APJ apelin receptor. P35414. CHO-K1 APJ PathHunter beta-arrestin, luminescence; 0% DMSO wells, 100% apelin. activation, % at 20 µM. 330,000 tested, 0.11% active. AID 2520;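 active = activation more than six SD over the plate average, tested at 20 µM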;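 also: 0% = DMSO alone and 100% = apelin-13 at 10 nM; some results filed as inactive read as strong as hits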
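Assay system – PathHunter CHO-K1 APJ (AGTRL-1) beta-arrestin reporter cells · Compound – one dose, 20 µM compound, 1% DMSO · Timing – compound 90 min 25 °C, reagent 1 h · Measured by – luminescence from split beta-galactosidase complementation, Galacton Star/Emerald II substrate · Measure – beta-arrestin recruitment to APJ as agonist activity, luminescent signal · Benchmarks – DMSO vs Apelin-13 10 nM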
ATG4B inhibitor = blocks human ATG4B protease cleavage of LC3 substrate; Q9Y4P1; ATG4B cleavage of LC3-PLA2, NBD-HPC fluorescence, 1 h; inhibition, % at 8.33 µM; 340,000 tested, 0.51% active; in the data active = inhibition above about 40%
CXCR6 inh = blocks human CXCR6 beta-arrestin recruitment; CHO-K1 PathHunter CXCR6 beta-arrestin, luminescence; 360,000 tested, 0.36% active; O00574; inhibition, % at 20 µM; in the data active = inhibition above about 34%, passing the limit was not always enough;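 also: antagonist mode with CXCL16 agonist at 10 nM final; 0% = 10 nM CXCL16 with DMSO and 100% = unstimulated wells without agonist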
An asterisk follows results filed as active; nt = no result given.

SMILES	APJ antagonist	EBI2 antag	UBC13 inh	CCR6 antagonist	Gli-Sufu block	APJ ag	ATG4B inhibitor	CXCR6 inh
COc1ccc2c(c1)sc(=NC(=O)CS(=O)(=O)c1ccc(F)cc1)n2C	7	-23	14	-5	34	-1	-21	-13
Cc1sc2ncnc(N3CCC(C(=O)Nc4nc(-c5cccs5)cs4)CC3)c2c1C	-12	14	-20	2	11	4	3	-1
CC(=O)Nc1cccc(NC(=O)CSc2nnc3ccccn23)c1	8	5	-16	-3	-9	5	1	1
CCS(=O)(=O)c1nc(S(=O)(=O)c2ccc(Cl)cc2)c(N2CCCC2)s1	27	-2	-2	14	-18	0	-4	-3
Cc1ccc2c(c1)sc[n+]2Cc1ccccc1	-19	15	16	6	-46	-3	-4	-6
Fc1ccccc1COc1ccccc1/C=N/Nc1nc(N2CCCC2)nc(N2CCCC2)n1	8	-20	8	-5	-10	1	7	13
Cc1cccn2c(=O)c3cc(C(=O)NC4CCCCCC4)sc3nc12	16	13	12	3	-28	1	-3	9
Nc1nc(NC(=O)c2cccnc2)nn1-c1ccccc1	22	-7	6	-4	5	-3	1	5
COc1ccc(NS(=O)(=O)c2ccc(C(=O)N3CCC(C)CC3)cc2)cc1	3	-1	13	7	34	-2	8	-7
COc1cc(C(=O)N/C(=C\c2cn(C)c3ccccc23)C(=O)NCCN2CCOCC2)cc(OC)c1OC	9	-19	-6	3	-8	0	2	-6
Cc1csc(=O)n1CC(=O)OCc1nnc(-c2ccc([N+](=O)[O-])cc2)o1	-16	-6	8	-13	1	2	-40	-14
O=C(COc1ncnc2c(Cl)cc(Cl)cc12)N1CCN(S(=O)(=O)c2ccccc2)CC1	9	-24	2	9	11	-3	5	3
CCC(CC)C(=O)Nc1ccc(-c2cn3cccnc3n2)cc1	-8	-2	18	4	0	1	-4	6
COc1ccccc1C(=O)NC(C)c1nc2ccccc2[nH]1 (centres undefined)	3	-11	-4	-4	12	6	-5	-5
COc1ccc(C(C)=O)cc1CSc1nc(C)cc(C)n1	26	6	1	-5	5	-4	-3	1

3 of the entries above in order of the CCR6 antagonist value, largest number first.
| compound | CCR6 antagonist |
| --- | --- |
| CCS(=O)(=O)c1nc(S(=O)(=O)c2ccc(Cl)cc2)c(N2CCCC2)s1 | 14 |
| COc1cc(C(=O)N/C(=C\c2cn(C)c3ccccc23)C(=O)NCCN2CCOCC2)cc(OC)c1OC | 3 |
| Fc1ccccc1COc1ccccc1/C=N/Nc1nc(N2CCCC2)nc(N2CCCC2)n1 | -5 |

(cont.)
SMILES	APJ antagonist	EBI2 antag	UBC13 inh	CCR6 antagonist	Gli-Sufu block	APJ ag	ATG4B inhibitor	CXCR6 inh
COc1ccccc1C(CNC(=O)c1cccc(S(=O)(=O)N2CCCc3ccccc32)c1)N(C)C (centres undefined)	nt	-6	nt	20	6	nt	-7	21
Cc1ccc(NC(=O)CN(C)C(=O)Cc2ccc3c(c2)CCC3)cc1	11	-4	6	13	-9	-2	-10	-3
CCC(=O)N(Cc1cc(=O)[nH]c2ccccc12)c1ccccc1	4	3	15	8	-5	-5	8	-4
O=C(CSc1n[nH]c(-c2ccccc2)n1)Nc1ccc(N2CCOCC2)cc1	-21	-6	-5	8	-3	-1	-2	-4
CC1(c2ccc([N+](=O)[O-])c(CS(=O)(=O)c3ccccc3)c2)OCCO1	-3	32	2	4	6	-2	-8	6
CCN(CC)S(=O)(=O)c1ccc(C(=O)N2CCN(c3ncccn3)CC2)cc1	-4	5	-1	-29	-4	-1	-20	1
COc1ccc(C2=NS(=O)(=O)N(C)C(C(=O)NCc3ccccn3)=C2)cc1	-52	-2	0	22	-1	-3	-2	-1
CCCCn1c(O)c(/C=C2\C=NN=C2c2ccccc2)sc1=S	-1	-31	-15	4	9	-2	17	2
Cc1ccc(NC(=O)c2cc(-c3cc(Cl)ccc3O)n[nH]2)cc1C	6	4	-10	3	6	0	-6	-12
CCOC(=O)N1CCN(c2c(NCCCN3CCCCCC3)c(=O)c2=O)CC1	19	-4	-7	-8	0	0	-9	4
O=C(c1cn(-c2ccccc2)nc1-c1cccs1)N1CCN(c2ccccc2)CC1	6	3	4	4	-18	-4	-5	-5
CCCNc1nc2nc3ccccn3c(=O)c2cc1C(=O)NCCN1CCOCC1	7	6	6	7	-25	-3	2	14
CC(C)NC(=O)NC(=O)CSc1nnc(COc2ccccc2Cl)o1	9	-3	6	-4	-6	4	9	-14
CCCCCN(C(=O)CCC(=O)OCc1cccc(C)c1)c1c(N)n(CCCC)c(=O)[nH]c1=O	-8	-1	-1	15	-5	8	5	-2
Cc1ccc(-c2ccc(SCC(=O)NC3CCCC3)nn2)cc1	4	19	-5	13	-13	1	7	-5
C=CCn1c(=N)n(CC(=O)O)c2ccccc21	14	-13	7	-4	2	0	2	-2
CC1CCCCC1NC(=O)c1cc2c(=O)n3ccccc3nc2n1C (centres undefined)	-1	10	4	10	-28	5	2	-4
COc1ccc(NC(=O)CSc2nncc(=O)n2N)cc1OC	-14	-5	-2	-18	-6	-6	-1	-8
O=C(Cc1ccc(S(=O)(=O)N2CCOCC2)s1)NCC1CCCCC1	-2	-12	-5	1	-10	-2	1	-1
Cc1nc(COc2ccc(C(=O)Nc3ccccc3N3CCOCC3)cc2)cs1	-11	-1	3	13	3	2	8	1
CCCC(=O)Nc1ccccc1NC(=O)C1CCCCC1	3	-6	-21	14	2	-1	-8	-7
O=C(CSc1ncnc2sccc12)NCc1ccc2c(c1)OCO2	-53	6	-27	15	-1	-3	-6	-3
Cn1c(=O)cc(SCC(=O)Nc2ccc3c(c2)OCO3)c2ccccc21	45*	-3	16	12	7	6	-21	-6
CCN(CC)c1ccc(C2C(C(=O)OCCOC)=C(C)NC3=C2C(=O)CC(C)(C)C3)cc1 (centres undefined)	-13	-10	-16	-9	3	11	-5	8
Cc1ccc(S(=O)(=O)CCSc2ccc(C(F)(F)F)cn2)cc1	0	4	-10	-2	-1	3	0	-11
Nc1ccc(OCc2ccccc2)cc1	-1	3	-1	3	-26	-1	-2	-6
COc1cc2cc(C(=O)N3CCN(Cc4ccc5c(c4)OCO5)CC3)c(=O)oc2cc1OC	-24	-13	6	4	-4	-2	-1	4
Cc1ccc(-c2noc(CN(C)C(=O)c3ccc(Br)o3)n2)cc1	-47	-12	-2	8	-9	-4	6	2
CCOC(=O)C(C#N)=CN1CCN(C(=O)CCCl)c2ccccc21	nt	0	nt	13	5	nt	-2	0
Cc1cccc(OCc2nnc3n2CCCCC3)c1	0	-3	2	-11	5	0	8	3
Cc1ccc(-c2nn[nH]n2)cc1	3	-7	5	-3	-5	2	-8	-17
Cc1nn(-c2ccccc2)c2c1C1(C(=O)N(C)c3ccccc31)C(C#N)=C(N)O2 (centres undefined)	-20	0	-8	-7	7	9	-16	-1
CCOC(=O)c1ccc(NS(=O)(=O)c2cc3c(cc2C)NC(=O)CO3)cc1	-13	-8	-2	19	-2	4	-3	-4
COc1ccc(NS(=O)(=O)c2cc(Cl)ccc2Cl)cc1S(=O)(=O)N1CCCCC1	-7	-12	1	4	0	-2	0	-3
N#C/C(=C\c1c(Oc2ccccc2Cl)nc2ccccn2c1=O)C(=O)NC1CCS(=O)(=O)C1 (centres undefined)	-23	-1	5	-1	0	-1	-11	3
COC(=O)C1=C(C)NC(=S)N(C(C)=O)C1c1ccccc1 (centres undefined)	11	-10	-3	12	0	-3	0	-4
O=C(O)C1CCCN1S(=O)(=O)c1ccc2[nH]c(=O)c(=O)[nH]c2c1 (centres undefined)	16	-3	6	-9	-1	-1	-6	2
CCCC1(C(=O)OCC)NC(c2ccc(N(C)C)cc2)C2C(=O)N(c3ccc(OCC)cc3)C(=O)C21 (centres undefined)	0	-4	4	4	4	-5	-5	7
O=C(Nc1ccc(Oc2cccnc2)cc1)c1cccc([N+](=O)[O-])c1	-6	0	-10	13	-23	-1	2	-5
COc1ccc(C(=O)NC(C)CCn2cccn2)cc1OC1CCN(C(C)C)CC1 (centres undefined)	6	-4	1	-2	-3	5	3	-14
CCc1cc2c(CN3CCN(CCO)CC3)cc(=O)oc2cc1O	1	-2	19	3	7	-1	0	1
COc1cc(C(=O)NC(=S)NNC(=O)c2cnccn2)cc(OC)c1OC	-20	-9	-10	-9	4	3	-10	4
CCOc1ccc(Cn2nnc(C(=O)NCc3ccc(OC)cc3)c2N)cc1	4	2	4	-10	-11	-3	0	8
COc1cccc(NC(=O)C(C)(C)C)c1	-6	-3	7	6	-14	0	3	-2
CSc1ccc(C2C(C#N)=C(N)Oc3cc4c(cc32)OCO4)cc1 (centres undefined)	10	3	1	11	17	-3	-3	1
CC(=O)c1ccc(NC(=O)C(C)Sc2n[nH]c(-c3cccnc3)n2)cc1 (centres undefined)	7	-1	2	7	-24	-3	-3	3
CCn1ncc([N+](=O)[O-])c1C(=O)N1CCCC1	-9	1	-4	12	10	0	0	-16
COc1ccc(C(=O)Nc2cc(S(=O)(=O)N3CCCC3)ccc2Cl)cc1	5	2	4	14	2	-2	-3	-4
O=C(O)c1cccc(NS(=O)(=O)c2ccc(Cl)c(C(=O)Nc3cccc([N+](=O)[O-])c3)c2)c1	18	-8	-6	19	-5	-2	7	4
O=C(c1cccs1)N1CCC(c2ccccc2)C1 (centres undefined)	-2	-5	9	4	-76	4	-7	4
COCCn1nnnc1C(C(C)C)N1CCSCC1 (centres undefined)	3	8	3	-1	0	-1	-2	0
CCOC(=O)c1[nH]c(C)c(C(=O)OCC(=O)NCc2ccc(OC)c(OC)c2)c1C	2	-7	-2	9	-7	-5	-4	-4
COC(=O)C1=C(C)NC(=S)NC1/C=C/c1ccccc1 (centres undefined)	6	0	-1	1	-1	-2	3	4
Cc1cc(C)n2c(C)nnc2c1	-9	-12	-4	-3	1	-3	0	8
COCCCn1c(=O)c2sccc2n2c(CCCC(=O)NCc3ccccc3OC)nnc12	8	5	-4	5	-6	6	2	-1
Cc1ccc(S(=O)(=O)CCC(=O)OCC(=O)NCC(=O)Nc2cccc(C)c2C)cc1	14	-2	-3	-14	-3	0	-4	-12
NS(=O)(=O)c1ccc(CCNC(=O)CCCn2c(=O)[nH]c3ccc(Br)cc3c2=O)cc1	11	-2	0	-15	0	-3	-7	-6
CCN1CCc2nc(NC(=O)C(c3ccccc3)c3ccccc3)sc2C1	1	7	18	-9	-1	-4	-7	0
Cc1cc(N2CCN(c3ccc(C(F)(F)F)cc3[N+](=O)[O-])CC2)c2ccccc2n1	-1	4	5	-24	52	-1	-2	4
O=C(Nc1ccon1)c1sc2cc(Cl)ccc2c1Cl	-30	3	-2	1	-38	4	-9	3
(list continues)
SMILES	APJ antagonist	EBI2 antag	UBC13 inh	CCR6 antagonist	Gli-Sufu block	APJ ag	ATG4B inhibitor	CXCR6 inh
CC1CCN(S(=O)(=O)c2nnc(NC(=O)COc3ccccc3F)s2)CC1	5	3	-12	6	1	-3	2	1
CCCCC(=O)Nc1ncc2c(n1)CC(C)(C)CC2=O	-6	4	-3	-6	0	-2	-4	8
CSc1ccc(Cn2nnc(C(=O)NCc3ccccc3)c2N)cc1	8	9	8	11	-6	-1	-3	4
COc1cc(SC)ccc1C(=O)NCc1ccc(C)cc1	10	12	9	14	-16	-2	-8	1
COC(=O)CSc1nc2cc(C)cc(C)c2cc1C#N	6	8	8	4	-10	-5	-5	-5
O=C(O)CCCC(=O)N1CCN(c2nc(-c3ccccc3Cl)c3cc(Br)ccc3n2)CC1	16	2	-21	2	4	-3	9	11
CCOC(=O)c1ccc(S(=O)(=O)NNC(=O)Cc2csc(C)n2)cc1	-9	-5	-3	9	-2	-2	1	-2
O=C(CSc1nnc(-c2cc3ccccc3cc2O)n1Cc1ccco1)c1ccc(F)cc1	4	24	-12	24	4	0	6	21

Bioassay records from PubChem BioAssay.
